Screening results from PubChem.
TCR CD3 inh: inhibitors of human TCR-CD3 interaction | 360,000 tested, 0.37% active | TAMRA-labeled TCR probe fluorescence, biochemical | inhibition, % at 9.4 µM; in the data active = inhibition above about 19%;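 note: recombinant mutant TCR 2C K166C tagged with TAMRA read by polarization; 0% = receptor in buffer alone and 100% = receptor with positive control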
HTRA1 inhibitor: HTRA1 (human) protease inhibition; Q92743; recombinant HTRA1, FP-rhodamine activity-based probe, fluorescence polarization; inhibition, % at 5.96 µM; 340,000 tested, 0.5% active; AID 504803; in the data active = inhibition above about 36%;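 note: 0% = enzyme with DMSO and 100% = wells lacking enzyme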
Target sequence (Q92743 whole entry, looked up): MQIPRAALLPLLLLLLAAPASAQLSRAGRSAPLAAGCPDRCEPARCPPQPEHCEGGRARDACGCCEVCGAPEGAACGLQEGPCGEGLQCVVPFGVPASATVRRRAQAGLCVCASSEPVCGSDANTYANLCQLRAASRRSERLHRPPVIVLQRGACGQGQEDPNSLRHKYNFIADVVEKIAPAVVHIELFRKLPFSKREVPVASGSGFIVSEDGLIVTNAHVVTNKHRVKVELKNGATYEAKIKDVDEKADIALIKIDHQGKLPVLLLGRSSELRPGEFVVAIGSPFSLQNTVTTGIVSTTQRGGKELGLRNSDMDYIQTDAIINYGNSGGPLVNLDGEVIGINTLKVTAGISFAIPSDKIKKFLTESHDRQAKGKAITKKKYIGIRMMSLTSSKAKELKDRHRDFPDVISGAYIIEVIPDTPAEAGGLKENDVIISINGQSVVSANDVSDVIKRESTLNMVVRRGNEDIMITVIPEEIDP
rCAG RNA binder: r(CAG) repeat RNA binding; inhibition, % at 3 µM; 370,000 tested, 1.3% active; TO-PRO-1 dye displacement fluorescence;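 active = inhibition above the plate cutoff, the mean of all test compounds on that plate plus 3 SD, cut at about 35% in these data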;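 note: 0% = DMSO alone and 100% = 100 µM mitoxantrone as full dye displacement; higher means more dye released from RNA so lower well fluorescence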
mABHD4 FP: ABHD4 (mouse) inhibition, primary FP screen. inhibition, % at 8.92 µM. 370,000 tested, 0.54% active. Q8VD66. AID 720543. purified mABHD4, FP-Rh probe fluorescence polarization;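 active = inhibition exceeding the mean over every tested compound plus 3 SD, cut at about 30% in these data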;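 note: 0% = plate median of compound wells and 100% = S159A mutant with DMSO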
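Assay system: wild-type mouse ABHD4 protein; compound: single nominal dose of 8.92 µM, 0.89% DMSO final; schedule: 45 min + 60 min at 25 °C; measured by: FP readout, ex 525 nm / em 598 nm; evaluation: % inhibition of FP-Rh probe binding versus controls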
NR1D1 modulator: modulates human Rev-erb alpha binding to DNA. Rev-erbα–FITC-DNA binding, fluorescence polarization, 90 min. P20393. 370,000 tested, 0.79% active. activity, % at 10 µM. AID 1259318;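 active = activity above about 14%, limit read from the data; passing the limit was not always enough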;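 note: 0% = DMSO wells with 35 nM protein and 100% = DMSO wells with 750 nM protein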
SIAE primary: inhibitors of human sialic acid acetylesterase SIAE | inhibition, % at 9.66 µM | 370,000 tested, 0.69% active | SIAE FP-Rh probe binding, fluorescence polarization | Q9HAT2;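 active = inhibition above a cutoff: mean of compounds within the control limits plus 3 SD of those, cut at about 17% in these data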;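 note: 0% = plate median of compound wells and 100% = probe without SIAE protein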
LEDGF integ inh: blocks HIV-1 LEDGF/p75-dependent DNA integration; inhibition, % at 3.7 µM; TR-FRET IN-LEDGF/p75 DNA integration, Eu/Cy5; 370,000 tested, 0.64% active; AID 743269;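 active = inhibition above the screen-wide mean plus 3 SD, cut at about 13% in these data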;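 note: signal is the Cy5 over europium emission ratio at 671 and 618 nm; 0% = plate median of compound wells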
PRMT1 inh: PRMT1 (human) inhibition, primary screen | AID 652257 | 370,000 tested, 1.3% active | recombinant PRMT1, activity-based probe fluorescence polarization | Q99873 | inhibition, % at 2.79 µM;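 active = inhibition above about 21% made by adding two undisclosed values, limit read from the data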
Target sequence (Q99873 whole entry, looked up): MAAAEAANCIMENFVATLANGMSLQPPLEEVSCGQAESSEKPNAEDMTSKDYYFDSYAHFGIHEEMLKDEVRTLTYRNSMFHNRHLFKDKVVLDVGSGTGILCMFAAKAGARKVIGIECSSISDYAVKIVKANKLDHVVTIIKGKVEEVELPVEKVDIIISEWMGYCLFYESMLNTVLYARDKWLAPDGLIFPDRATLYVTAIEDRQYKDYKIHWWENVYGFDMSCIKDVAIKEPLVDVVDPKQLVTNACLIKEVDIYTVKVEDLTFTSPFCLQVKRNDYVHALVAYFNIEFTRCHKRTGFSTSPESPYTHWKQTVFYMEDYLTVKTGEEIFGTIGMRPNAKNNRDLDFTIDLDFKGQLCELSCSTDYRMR
PG9 binder: PG9 antibody binding by small molecule; TR-FRET gp120-PG9 antibody binding; inhibition, % at 6.7 µM; 360,000 tested, 0.43% active; in the data active = inhibition above about 8.5%
TDP2 inh: blocks human TDP2 phosphodiesterase activity. O95551. recombinant TDP2, T5PNP hydrolysis, p-nitrophenol absorbance 415 nm. inhibition, % at 12.8 µM. 370,000 tested, 0.34% active. AID 720702;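 active = inhibition above the mean of all tested compounds plus 3 SD, set per campaign, cut at about 25% in these data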;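 note: 0% = DMSO with enzyme and 100% = buffer with substrate but no TDP2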
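Evaluation: % inhibition relative to enzyme-containing and enzyme-free wells. Material: recombinant human TDP2. Benchmarks: enzyme-free and DMSO wells. Timing: enzyme reaction with compound for 2 h at 37 °C. Compound dosing: 12.8 µM only. Measured by: p-Nitrophenol epi absorbance. Reagent: T5PNP substrate at 5 mM, a TopII-DNA adduct mimic. Replication: single well per compound.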
* = called active by the depositor; · = not tested or not shown.

smiles	TCR CD3 inh	HTRA1 inhibitor	rCAG RNA binder	mABHD4 FP	NR1D1 modulator	SIAE primary	LEDGF integ inh	PRMT1 inh	PG9 binder	TDP2 inh
CC1CN(C(=O)c2cccc(S(=O)(=O)N3CCN(c4ccccc4)CC3)c2)CC(C)O1 (configuration not stated)	4	6	2	1	-1	0	-1	4	-0.4	-6
CC(=O)c1cccc(Nc2c([N+](=O)[O-])c(=O)oc3ccccc23)c1	-6	-4	9	4	2	-7	0	3	-0.5	-14
CS(=O)(=O)N1CCCC(C(=O)NCCc2ccccc2)C1 (configuration not stated)	7	-7	0	-3	0	3	-1	0	-1.3	5
O=C(Nc1ccccc1Cl)c1ccc2nsnc2c1	0	2	-1	-6	-2	-2	6	-4	-0.6	2
CCOc1ccc(NC(=O)c2ccc3[nH]c(=O)c(=O)[nH]c3c2)cc1	-1	-1	3	2	-1	3	0	-4	0.3	13
CCOC(=O)[C@]12CCCC=C1N(CCCOC)C(=O)[C@@H]2CC(=O)N1CCCC1	·	·	-2	-3	4	-3	6	-2	·	-1
CCN(C(=O)COC(=O)C1CCN(S(=O)(=O)c2ccc3c(c2)OCCO3)CC1)C1CCCCC1	2	-6	-9	2	-1	6	-3	6	-0.2	-1
O=C(OC1CCOC1=O)c1ccc(Cl)c(S(=O)(=O)N2CCCCC2)c1 (configuration not stated)	4	0	1	-9	-8	-1	4	-8	0.7	-12
COCCn1c(SCC(=O)Nc2ccccc2OC)nc2ccccc2c1=O	-2	-6	-4	-3	-3	4	4	0	0.3	-1
COc1ccccc1Oc1ccc2c(c1)C(=O)N(CC1CCCO1)C2=O (configuration not stated)	-3	-1	-5	6	2	-8	-2	3	0.7	8
O=C(C[C@H]1C/C=C/CC[C@@H](Cc2ccc(F)cc2)C(=O)O[C@@H](c2ccccc2)CNC1=O)NCCO	-2	1	-4	7	4	4	-1	2	-0.4	3
COc1ccc(C(=O)NC(C)CCn2cccn2)cc1OC1CCN(C(C)C)CC1 (configuration not stated)	4	-2	-6	0	-3	-2	5	-6	-2.8	-4
O=C1CC(Sc2ncccc2C(=O)O)C(=O)N1 (configuration not stated)	-11	5	2	-6	6	-2	7	-1	0.6	0
Cc1ccc(/C=N/NC(=O)Cn2cnc3ccccc32)o1	9	4	-2	2	-3	3	-1	-2	-2.7	-7
CC(=O)Nc1nc(C)c(-c2csc(Nc3cccc(C(C)=O)c3)n2)s1	-12	12	20	21	0	42*	-2	8	0.6	-4
O=C(OCc1cn([C@H]2C[C@H](c3ccccc3)N(Cc3cccs3)C[C@@H]2O)nn1)c1ccccc1	5	-44	2	-7	6	-16	3	-3	0.4	-4
COc1ccc(C(=O)C2CCN(C(=O)c3ccc(OC)cc3)CC2)cc1	-3	0	4	-1	3	1	2	-2	1.4	11
Cc1cnn(-c2cc(N/N=C/c3ccc(F)cc3)ncn2)c1	-1	2	4	12	-4	-7	-1	2	1.2	9
CC1CCCCC1NC(=O)CCCCCn1c(=S)[nH]c2ccccc2c1=O (configuration not stated)	6	-5	-4	-4	11	3	3	1	-1.1	13
O=C(Nc1ccc(Cl)cc1Cl)c1ccc2c(c1)OCCO2	10	-16	0	-4	-2	-1	1	-1	-2.0	-6

Quoted from the entries so far (8 entries):
smiles	TCR CD3 inh	HTRA1 inhibitor	rCAG RNA binder	mABHD4 FP	NR1D1 modulator	SIAE primary	LEDGF integ inh	PRMT1 inh	PG9 binder	TDP2 inh
COCCn1c(SCC(=O)Nc2ccccc2OC)nc2ccccc2c1=O	-2	-6	-4	-3	-3	4	4	0	0.3	-1
COc1ccccc1Oc1ccc2c(c1)C(=O)N(CC1CCCO1)C2=O (configuration not stated)	-3	-1	-5	6	2	-8	-2	3	0.7	8
O=C(C[C@H]1C/C=C/CC[C@@H](Cc2ccc(F)cc2)C(=O)O[C@@H](c2ccccc2)CNC1=O)NCCO	-2	1	-4	7	4	4	-1	2	-0.4	3
COc1ccc(C(=O)NC(C)CCn2cccn2)cc1OC1CCN(C(C)C)CC1 (configuration not stated)	4	-2	-6	0	-3	-2	5	-6	-2.8	-4
O=C1CC(Sc2ncccc2C(=O)O)C(=O)N1 (configuration not stated)	-11	5	2	-6	6	-2	7	-1	0.6	0
Cc1ccc(/C=N/NC(=O)Cn2cnc3ccccc32)o1	9	4	-2	2	-3	3	-1	-2	-2.7	-7
CC(=O)Nc1nc(C)c(-c2csc(Nc3cccc(C(C)=O)c3)n2)s1	-12	12	20	21	0	42*	-2	8	0.6	-4
O=C(OCc1cn([C@H]2C[C@H](c3ccccc3)N(Cc3cccs3)C[C@@H]2O)nn1)c1ccccc1	5	-44	2	-7	6	-16	3	-3	0.4	-4

Carrying on.
smiles	TCR CD3 inh	HTRA1 inhibitor	rCAG RNA binder	mABHD4 FP	NR1D1 modulator	SIAE primary	LEDGF integ inh	PRMT1 inh	PG9 binder	TDP2 inh
COCC(C)n1c(COc2ccccc2F)nnc1SCC(=O)c1c(N)n(C)c(=O)n(C)c1=O (configuration not stated)	0	5	-7	7	-3	4	-1	5	-0.1	-4
Cc1c(CCC(=O)NCCCCCC(=O)O)c(=O)oc2c(C)c3oc4c(c3cc12)CCCC4	-6	-15	30	0	-8	-10	-1	4	0.8	-2
Cc1nn(Cc2ccc(F)cc2)c(C)c1NC(=O)c1nn(C)cc1Cl	7	-8	-8	-2	1	8	-2	-1	-2.9	2
Nn1c(SCC(=O)Nc2ccc3c(c2)OCO3)nnc1-c1ccncc1	9	7	0	5	3	1	0	-1	-0.7	-3
CC(C)Nc1ncnc2c1ncn2[C@H]1CN(Cc2ccc(F)cc2)C[C@@H](CO)O1	4	·	-1	-3	-9	2	9	-1	-1.3	-1
O=C(/C=C/c1cccc(C(F)(F)F)c1)N1CCN(c2ccccn2)CC1	1	-6	-9	5	2	-2	-2	3	-3.1	-8
CCOC(=O)c1c(CN2CCC(C)CC2)oc2ccc(OC)cc12	0	-21	-11	1	2	1	1	-2	-1.0	-17
C[C@H](CO)N1C[C@H](C)[C@@H](CN(C)S(=O)(=O)c2ccccc2)Oc2ccc(NC(=O)Cn3cnnn3)cc2C1=O	-2	0	5	0	-5	2	2	0	-0.6	-5
Cc1cc(=O)[nH]c(SCC(=O)NCC2CCCO2)n1 (configuration not stated)	5	9	-1	-2	11	2	0	-6	-2.5	-8
O=C(C1CCCCC1)N1CCCC(c2nc3c(nnn3Cc3ccccc3)c(=O)[nH]2)C1 (configuration not stated)	8	-3	-4	1	3	-2	1	-4	-0.1	10
O=C(O)[C@H](Cc1ccccc1)Nc1ccc([N+](=O)[O-])cn1	-8	-4	-1	3	1	-5	-4	5	-0.2	-4
COCCC(=O)N1CCC(Oc2ccc(C(=O)NCc3nccn3C)cc2)CC1	1	5	-2	-1	-5	-9	0	1	-3.5	5
CCN1C(=O)CC2CCCC1C2 (configuration not stated)	-6	5	2	1	5	-6	0	0	0.6	1
COc1cc(CNc2ncnc3c2ncn3[C@H]2CN(Cc3ccccc3)C[C@@H](COC(C)=O)O2)cc(OC)c1OC	8	·	5	2	-6	-1	1	-2	0.2	4
CSc1ccc(/C=C(\C(=O)O)c2ccc(S(=O)(=O)N3CCCC3)s2)cc1	6	-6	39*	1	-4	-1	2	1	0.1	-5
CCOc1ccc2oc(-c3ccccc3)c(C(=O)N3CCN(CCO)CC3)c2c1	7	1	-7	4	0	-6	-3	-3	-0.7	1
Cc1cc(C)n2nc(C(=O)Nc3ccc4c(c3)OCO4)nc2n1	7	15	13	0	-3	-1	10	2	-2.7	-21
CC(Oc1ccccc1)C(=O)Nc1nnc(S(=O)(=O)N2CCCCCC2)s1 (configuration not stated)	1	-10	27	-8	-6	-2	4	-7	-0.1	1
O=C(OCc1cc(-c2ccccc2)no1)c1ccc2ccccc2n1	-1	-25	0	-18	2	2	-1	-1	-0.6	13
O=C(NNS(=O)(=O)c1c(F)cc(F)c(Cl)c1F)C12CC3CC(CC(C3)C1)C2	1	·	5	1	3	-3	0	2	-0.9	1
COc1cc(C2C(S(=O)(=O)c3ccccc3)CON2C)ccc1OCc1ccc(F)cc1 (configuration not stated)	2	·	2	-3	-2	-7	-1	-3	0.9	3
COc1ccc(-c2nnn(CCC(=O)O)n2)cc1	-3	1	1	7	-5	2	1	3	-2.8	4
O=C(CN1CCC(c2nc3ccccc3[nH]2)CC1)Nc1ccc2c(c1)OCO2	10	6	10	-2	-2	3	1	-2	-3.5	-3
CC1CN(CCOc2ccc([N+](=O)[O-])cc2)CC(C)O1 (configuration not stated)	1	8	-1	6	-1	12	2	-1	1.6	5
CCN(CC(=O)Nc1ccc(N2CCOCC2)cc1)C(=O)Cc1ccccc1	-6	2	4	1	-2	12	0	1	0.7	10
Cc1ccc(NC2(C(N)=O)CCCC2)cc1	-4	0	2	2	-2	6	1	-2	0.3	1
Cc1cccc(-n2c(O)c(C=Nc3cc(O)ccc3C)c3ccccc3c2=O)n1	37*	-2	10	1	-14	16	3	1	-1.5	0
Cc1cc(-n2c(C)cc(C(=O)CN3C(=O)NC4(CCCCC4)C3=O)c2C)no1	-4	2	-2	-2	2	-3	-2	3	-0.9	-3

Some of the compounds tested (hit frequency here may not be typical).
